Bioassay records deposited in PubChem by National Center for Advancing Translational Sciences (NCATS).
PI4K2A block = PI4K2A (human) kinase inhibition. activity change, negative = inhibition, % at 76.9 µM. 420,000 compounds, 0.13% hits. purified PI4K2A, ADP-Glo luminescence, 1 h; stronger effect = lower value; in the data active = activity change below about -50%; inconclusive = mostly about -30% to -49%;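 also: -100% = wells without enzyme as full effect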
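ADP-Glo luminescence measured ADP generated by PI4K2A enzyme (4 ug/mL before mixing) with 1.2 mM PI substrate (pre-mix) and 300 microM ATP (pre-mix). Tris pH7.5 buffer with MgCl2, Triton X-100; 1 h reaction at ambient temperature.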
USP1-UAF1 inh = inhibitors of human USP1/UAF1 deubiquitinase. recombinant USP1/UAF1, Ub-Rhodamine cleavage fluorescence. Potency, µM (doses to about 57.1 µM), for the others: top-dose activity change, negative = inhibition, usual class: inhibitors. 390,000 compounds, 0.23% hits; also: potency is read from the fitted curve at half-maximal effect; % is scaled to controls: 0 for no effect and ±100 for the full control effect; nearly all actives have a fitted effect of over 60% in size; inactives centre near -12
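1 nM enzyme complex + cpd, 15 min RT; start with Ub-Rho 150nM final; kinetic fluorescence ex 480/em 540, 6 reads q60 s. Buffer 50mM HEPES pH 7.8, 0.5mM EDTA, 0.1 mg/ml BSA, 1mM TCEP, 0.01% Tween-20.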
rTrxR1 inhibitor = rat TrxR1 inhibition; recombinant rTrxR1, NADPH fluorescence consumption, selenite substrate; Potency, µM (doses to about 114 µM), for the others: at the highest dose activity change, negative = inhibition, hits mostly inhibitors; 390,000 compounds, 1% hits; AID 588453; also: potency is read from the fitted curve at half-maximal effect; % is scaled to controls: 0 for no effect and ±100 for the full control effect; nearly all actives have a fitted effect of over 65% in size
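Rat TrxR1 (90 nM in the dispensed reagent) was pre-reduced with 400 uM NADPH for 5 min at room temperature, then incubated with compound for 15 min. After 400 uM selenite was added, NADPH fluorescence (Ex 340/Em 450 nm) was followed for 8 min.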
HP1b chromo inh = blocks HP1-beta chromodomain binding to methylated histone tails; 390,000 compounds, 0.56% hits; AlphaScreen HP1-beta / biotin-H3K9me3 peptide binding; Potency, µM (series often up to 114 µM), inactives show at the highest dose activity change, negative = inhibition, most hits filed as inhibitors; P83916; also: potency is read from the fitted curve at half-maximal effect; nearly all actives have a fitted effect of over 70% in size; inactives centre near 23
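AlphaScreen: HP1-beta (50 nM) preformed 30 min with biotin-H3(1-18)K9me3 peptide (50 nM) in PBS pH 7.4, 0.01% Tween-20. Compound added for 30 min at RT, then streptavidin donor/nickel chelate acceptor beads (10 ug/mL) for 30 min.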
mIDH1 inhibitor = inhibitors of human mutant IDH1 R132H | IDH1-R132H enzyme, NADPH consumption, diaphorase/resazurin fluorescence | O75874 | AID 602179 | Potency, µM (top dose mostly 76.6 µM), inactives show top-dose activity change, negative = inhibition, usual class: inhibitors | 390,000 compounds, 0.093% hits; also: potency is read from the fitted curve at half-maximal effect; % is scaled to controls: 0 for no effect and ±100 for the full control effect; nearly all actives have a fitted effect of over 65% in size
Target sequence (O75874 whole entry R132H, stated change not applied): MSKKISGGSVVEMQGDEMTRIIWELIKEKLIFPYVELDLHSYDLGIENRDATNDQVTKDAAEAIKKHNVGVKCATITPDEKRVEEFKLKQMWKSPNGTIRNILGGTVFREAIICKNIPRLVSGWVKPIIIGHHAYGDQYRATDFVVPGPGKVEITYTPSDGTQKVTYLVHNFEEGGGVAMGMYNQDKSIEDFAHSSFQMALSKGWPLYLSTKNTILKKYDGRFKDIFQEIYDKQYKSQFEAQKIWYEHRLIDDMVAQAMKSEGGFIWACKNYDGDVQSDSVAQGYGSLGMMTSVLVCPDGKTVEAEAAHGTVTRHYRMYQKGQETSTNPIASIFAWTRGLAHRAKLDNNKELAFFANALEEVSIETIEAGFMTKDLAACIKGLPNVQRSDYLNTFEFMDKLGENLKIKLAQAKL
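IDH1-R132H (0.5 ug/mL) preincubated 30 min with compound, then NADPH (0.016 mM) and alpha-KG (2 mM) added; 80 min at RT, pH 7.5. Remaining NADPH coupled via diaphorase/resazurin to fluorescence (540/590 nm); concentration-response curves normalized to no-enzyme control.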
TrxR1 substrate = substrates of rat thioredoxin reductase 1; O89049; purified TrxR1 substrate turnover, NADPH consumption readout; Potency, µM (titrated, usually from 114 µM), for the others: at the top dose activity change, negative = substrate turnover; 390,000 compounds, 0.01% hits; also: potency is read from the fitted curve at half-maximal effect; % is scaled to controls: 0 for no effect and ±100 for the full control effect; nearly all actives have a fitted effect of over 50% in size
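Rat TrxR1, dispensed at 90 nM, was prereduced with 400 uM NADPH (final) for 5 min at ~22 deg C, then incubated with compound 15 min before 400 uM selenite. A first-read NADPH fluorescence drop versus no-compound background flagged substrates.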
Pin1 inhibitor = human Pin1 inhibition; Q13526; Pin1 FP peptide displacement, HiFluor488, 10 min; Potency, µM (series often up to 115 µM), without a hit: at the top dose activity, negative = inhibition, hits mostly inhibitors; 390,000 compounds, 0.009% hits; AID 504891; active = well fitted inhibition curve with a large enough effect in the polarisation, with a control signal flat, not every such curve was filed as active; inconclusive = small, poorly fitted or top-dose-only effect, or effect the other way, or a change in a side signal; inactive = no such curve, though single readings can be large or run the other way; the % refers to the polarisation; also: potency is read from the fitted curve at half-maximal effect; % is scaled to controls: 0 for no effect and ±100 for the full control effect
GLS inhibitor = inhibitors of human glutaminase (GLS); 410,000 compounds, 0.21% hits; Potency, µM (doses to about 45.5 µM), inactives show at the highest dose activity change, negative = inhibition, actives largely listed as inhibitors; AID 624170; GLS enzymatic activity, qHTS titration; also: potency is read from the fitted curve at half-maximal effect; % is scaled to controls: 0 for no effect and ±100 for the full control effect
Target sequence (O94925 whole entry, looked up): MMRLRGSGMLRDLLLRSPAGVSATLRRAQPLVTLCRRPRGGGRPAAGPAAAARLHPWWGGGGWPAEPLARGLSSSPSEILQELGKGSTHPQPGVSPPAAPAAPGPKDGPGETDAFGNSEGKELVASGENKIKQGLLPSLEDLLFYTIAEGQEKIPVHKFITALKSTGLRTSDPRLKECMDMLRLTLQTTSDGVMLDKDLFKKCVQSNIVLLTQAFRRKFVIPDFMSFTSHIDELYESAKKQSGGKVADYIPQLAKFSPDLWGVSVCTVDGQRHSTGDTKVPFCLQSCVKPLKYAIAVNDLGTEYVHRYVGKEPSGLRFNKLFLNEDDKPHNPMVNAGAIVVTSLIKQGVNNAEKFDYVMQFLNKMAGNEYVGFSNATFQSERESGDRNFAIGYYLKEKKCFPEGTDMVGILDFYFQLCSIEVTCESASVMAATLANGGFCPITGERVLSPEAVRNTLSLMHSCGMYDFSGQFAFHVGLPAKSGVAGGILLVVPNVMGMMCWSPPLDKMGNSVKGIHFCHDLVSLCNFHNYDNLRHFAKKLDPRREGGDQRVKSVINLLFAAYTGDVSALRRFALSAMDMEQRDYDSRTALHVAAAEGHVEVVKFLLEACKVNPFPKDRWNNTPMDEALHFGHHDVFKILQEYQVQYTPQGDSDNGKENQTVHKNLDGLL
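hKGA; 45 mM KH2PO4 pH 8.2 + 0.02% Tween-20; cpd via pin tool; 1 mM Gln soln; GluOx/HRP/Amplex Red; RT 30 min; fluor. t0 & final.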
Tb PGK inh = inhibitors of T. brucei phosphoglycerate kinase; P07378; PGK/GAPDH coupled, Kinase-Glo luminescence, 60 min; Potency, µM (titrated, usually from 57.5 µM), for inactives: at the highest dose activity change, negative = inhibition, usual class: inhibitors; 380,000 compounds, 0.043% hits; AID 602233; also: potency is read from the fitted curve at half-maximal effect; % is scaled to controls: 0 for no effect and ±100 for the full control effect; nearly all actives have a fitted effect of over 60% in size
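Luminescent ATP detection (Kinase-Glo Plus) follows a 60-minute room-temperature incubation, with wells lacking PGK as controls. Buffer: 100 mM TEA (pH 7.6), 5 mM MgCl2, 0.01% Tween-20. Coupling enzyme GAPDH (100 nM final) supplies unstable 1,3-BPG in-well.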
The depositor's hits bear a star; i = inactive; ? = inconclusive; . = no result given; & = joins results of further samples; [ ] = another dose, or the depositor's remark. Unless noted, calls follow the shape of the dose curve; as a rule, active = well fitted curve in the direction sought with a large enough effect; inconclusive = small, poorly fitted or top-dose-only effect, or another doubt; inactive = no such curve, though single readings can be large; an effect the other way counts as inactive or inconclusive.

SMILES	PI4K2A block	USP1-UAF1 inh	rTrxR1 inhibitor	HP1b chromo inh	mIDH1 inhibitor	TrxR1 substrate	Pin1 inhibitor	GLS inhibitor	Tb PGK inh
CN1CCCC(OC(=O)CCCC(=O)OC2CCCN(C)C2)C1 (centres undefined)	4	-14%	0%[57.1 µM]	38%	4%	10%[57.1 µM]	-10%	7%	5%
O=C(CCc1ccccc1)Nc1ccc2c(c1)OCCO2	-1	-22%	19%[57.1 µM]	27%	8%	-7%[57.1 µM]	-1%	-3%	-2%
CCC(=O)N1CCc2cc(S(=O)(=O)NCCN3CCCCC3CC)ccc21 (centres undefined)	0	-5%	0%	44%[activator]	1%	-1%	-4%	0%	-13%
Nc1nc(-c2c(Cl)cccc2Cl)no1	-3	-7%	6%	53%[activator]	16%	3%	1%	-6%	-6%
Cc1cccc(N2CCN(C(=S)c3ccccc3)CC2)c1	0	-7%	6%[57.1 µM]	-6%	1%	1%[57.1 µM]	14%	8%	-5%
N#C/C(=C\c1ccc(-c2ccc(Br)cc2)o1)C(=O)Nc1ccccc1O	-3	-16%	-4%	10%	.	-5%	-8%	-2%	.
Clc1ccccc1N=Nc1ccccn1	-25	?	-1%[11.4 µM]	-21%	21%	-3%[57.1 µM]	?	-9%	-12%
COc1ccc(NC(=O)C(CC(=O)O)C(C)c2ccccc2)cc1 (centres undefined)	8	-4%	11%[11.4 µM]	-17%	6%	10%[57.1 µM]	-2%	?	16%
Clc1ccc2c(NCCNC3CCCCC3)ccnc2c1	-3	8%	-3%[2.29 µM]	5%[57 µM]	8%	12%[57.1 µM]	-1%	0%	-7%
CCc1ccc(NC(=O)CSCc2nc(N)nc(Nc3ccccc3CC)n2)cc1	2	-17%	-13%	20%	0%	-10%	-3%	12%	-1%
Cc1cc(C)cc(OCCNC(=O)c2cc(S(=O)(=O)N3CCOCC3)ccc2F)c1	2	-4%	6%[57.1 µM]	11%	4%	-10%	-10%	-1%	0%
CCn1nnc2cc(C(=O)Nc3cc(S(C)(=O)=O)ccc3Cl)ccc21	0	-9%	-12%	15%	1%	-8%	-1%	6%	i
COc1ccc(NC(=O)NCc2cccnc2)cc1	-3	-9%	9%	20%	14%	-1%	-11%	10%	-2%
Cc1cccc(NC(=S)NCC(C)CSc2ccc(Cl)cc2)c1 (centres undefined)	23	-11%	2%	45%[activator]	-1%	2%	1%	-2%	-8%
O=C(c1ccc(Br)o1)N(Cc1ccccc1)c1ccccn1	2	-14%	2%	32%	3%	-4%	1%	-6%	-6%
Cc1ccc(NC(=S)N2CCCCC2CO)cc1C (centres undefined)	0	-4%	12%[57.1 µM]	23%	0%	5%[57.1 µM]	2%	1%	-15%
CCOc1ccc(C(=O)/C=C/Nc2ccc(S(=O)(=O)Nc3onc(C)c3C)cc2)cc1	-3	-6%	?	-11%	-1%	-17%	3%	5%	11%
Cn1nnnc1SCC(=O)NC1CCCc2ccccc21 (centres undefined)	7	-22%	16%[57.1 µM]	38%	-2%	14%[57.1 µM]	4%	-5%	-7%
N/C(=N\OC(=O)c1cccc(Cl)c1)c1ccccn1	-16	-12%	10%[57.1 µM]	21%	14%	13%[57.1 µM]	6%	8%	-15%
O=C(c1ccc([N+](=O)[O-])s1)N1CCc2ccccc2C1	-6	-23%	9%[57.1 µM]	1%	-3%	7%[57.1 µM]	1%	-6%	i
Cc1ccc(CN2CCC(CNC(=O)Nc3cccc(Cl)c3C)C2)cc1 (centres undefined)	1	-11%	8%	26%	4%	-6%	-12%	3%	-5%
Cc1nnc(SCC(=O)NC2CC2)n1-c1ccccc1	1	-14%	18%	27%	-3%	-1%	-7%	8%	4%
Cc1ccc(NC(=O)C2CCN(S(=O)(=O)c3c(C)noc3C)CC2)cc1C	2&-12	?	18%&11%	-11%&4%	3%&-9%	2%&20%	0%&-1%	-1%&-5%	-6%&-10%
N#Cc1cc(C(=O)c2ccccc2OCC(=O)Nc2ccccc2Cl)cn(C2CCCCC2)c1=O	4	-5%	-10%	9%	4%	-17%	7%	0%	i
O=C(Nc1nc(-c2ccccn2)cs1)c1ccc(-c2ccccc2F)o1	-1	-29%	?	39%	1%	3%	19%	-10%	-10%
O=C(Nc1ccc(Cl)c(Cl)c1)N1CCC(N2CCCCC2)CC1	1	-10%	0%	43%[activator]	7%	-4%	-10%	-11%	-11%
Cc1ccc(NC(=O)CSCc2ccc(F)cc2)cc1	-10	-11%	15%	39%	0%	-3%	?	1%	3%
O=C(Cn1nnc(-c2ccccc2)n1)NCc1ccccc1	-2	-12%	29%	25%	4%	8%	-9%	-1%	.
O=C(COc1ccc(S(=O)(=O)N2CCOCC2)cc1)NC1CC1	-10	-15%	36%	-6%	5%	8%	-10%	1%	-7%
O=C(Nc1cccnc1)c1ccc(Cl)c(Cl)c1	-3	-8%	7%	38%	18%	4%	-6%	-1%	-8%
Cc1nc(-c2ccc(S(=O)(=O)Oc3ccccc3Cl)s2)cs1	-4	-10%	4%	70%[activator]	1%	0%	-1%	2%	2%
COc1ccc(Nc2nnc(-c3ccc(C)c(S(=O)(=O)N4CCN(C)CC4)c3)c3ccccc23)cc1	3	-12%	-26%	-4%	0%	-12%	-4%	-4%	-2%
C=CCn1c(N)c(C(=O)NCCC2=CCCCC2)sc1=S	8	-12%	?	?	2%	-3%	?	-7%	3%
CC1=C(C(=O)N2CCOCC2)CC(CC(=O)NCc2cccs2)C(=O)N1Cc1ccc(C(C)(C)C)cc1 (centres undefined)	-1	-19%	.	.	13%	.	.	-7%	0%
Cn1c(Cn2c(=O)sc3ccccc32)nnc1SCC(=O)N1CCCc2ccccc21	-2	?	28%	47%[activator]	-3%	4%	1%	1%	-2%
CN(C)C(=O)CSc1nnc(NC(=O)CCc2ccccc2)s1	3	-15%	-20%	33%	0%	-6%	-4%	-6%	-2%
COc1ccc(N2C(=O)C3C(C2=O)C2C=CC3C23CC3)c([N+](=O)[O-])c1 (centres undefined)	-2	-11%	27%	21%	-9%	4%	-8%	5%	-5%
Cc1nccn1CCC(=O)Nc1ccc(Cl)cc1	1	-21%	25%	29%	0%	10%	0%	2%	1%
O=C1CCN(CCc2ccccc2)CCN1CCSc1ccccc1	2	-31%	10%[57.1 µM]	21%	11%	-7%[57.1 µM]	4%	-1%	i
Cc1ccc(NS(=O)(=O)c2cc(C(=O)N3CCN(CCO)CC3)ccc2C)cc1	4	-20%	15%	-27%	-4%	4%	2%	-1%	2%
COc1cccc(-c2c(NC(C)=O)n(C)c3ccccc3c2=O)c1	3	-8%	17%	18%	7%	-3%	-4%	-13%	i
Cc1cc(-c2csc(N)n2)c(C)n1Cc1ccco1	?	-2%	16µM*	5%	2%	-4%	?	-9%	0%
COc1ccccc1C(=O)Nc1ccc(Cc2ccncc2)cc1	8	-14%	-3%	23%	4%	-7%	3%	-11%	0%
O=C(NCc1cccc(Cl)c1)c1c2c(nc3ccccc13)C(=O)N(C1CCCCC1)C2	-2	-22%	22%[57.1 µM]	53%[activator]	7%	5%[57.1 µM]	-1%	-8%	i
COc1cccc(C(C)NC(=O)Cc2cccs2)c1 (centres undefined)	-1	3%	-6%[57.1 µM]	-5%	7%	2%	2%	-3%	8%
Nc1nc(SCC(=O)N2CCCc3ccccc32)n(-c2ccccc2)n1	-2	1%	1%	9%	7%	2%	-1%	1%	-5%

6 compounds drawn at random from those above, as already listed:
SMILES	PI4K2A block	USP1-UAF1 inh	rTrxR1 inhibitor	HP1b chromo inh	mIDH1 inhibitor	TrxR1 substrate	Pin1 inhibitor	GLS inhibitor	Tb PGK inh
Cc1nccn1CCC(=O)Nc1ccc(Cl)cc1	1	-21%	25%	29%	0%	10%	0%	2%	1%
Nc1nc(SCC(=O)N2CCCc3ccccc32)n(-c2ccccc2)n1	-2	1%	1%	9%	7%	2%	-1%	1%	-5%
O=C1CCN(CCc2ccccc2)CCN1CCSc1ccccc1	2	-31%	10%[57.1 µM]	21%	11%	-7%[57.1 µM]	4%	-1%	i
CN(C)C(=O)CSc1nnc(NC(=O)CCc2ccccc2)s1	3	-15%	-20%	33%	0%	-6%	-4%	-6%	-2%
CC1=C(C(=O)N2CCOCC2)CC(CC(=O)NCc2cccs2)C(=O)N1Cc1ccc(C(C)(C)C)cc1 (centres undefined)	-1	-19%	.	.	13%	.	.	-7%	0%
Cn1c(Cn2c(=O)sc3ccccc32)nnc1SCC(=O)N1CCCc2ccccc21	-2	?	28%	47%[activator]	-3%	4%	1%	1%	-2%

Only part of the results is shown; count on the stated rates, not on these rows.
